GLD-1 RNA inh – GLD-1-TGE RNA interaction inhibition (C. elegans) | Q17339 | purified GLD-1 + fluorescein TGE RNA, fluorescence polarization | inhibition, % at 5.96 µM | 0.44% of 320,000 active;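 active means percent inhibition above a per-plate cutoff, the plate mean of test compounds plus 3 SD, cut at about 30% in these data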;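 further: 0% = DMSO wells with GLD-1 and probe and 100% = wells lacking GLD-1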
Target sequence (Q17339 whole entry, looked up): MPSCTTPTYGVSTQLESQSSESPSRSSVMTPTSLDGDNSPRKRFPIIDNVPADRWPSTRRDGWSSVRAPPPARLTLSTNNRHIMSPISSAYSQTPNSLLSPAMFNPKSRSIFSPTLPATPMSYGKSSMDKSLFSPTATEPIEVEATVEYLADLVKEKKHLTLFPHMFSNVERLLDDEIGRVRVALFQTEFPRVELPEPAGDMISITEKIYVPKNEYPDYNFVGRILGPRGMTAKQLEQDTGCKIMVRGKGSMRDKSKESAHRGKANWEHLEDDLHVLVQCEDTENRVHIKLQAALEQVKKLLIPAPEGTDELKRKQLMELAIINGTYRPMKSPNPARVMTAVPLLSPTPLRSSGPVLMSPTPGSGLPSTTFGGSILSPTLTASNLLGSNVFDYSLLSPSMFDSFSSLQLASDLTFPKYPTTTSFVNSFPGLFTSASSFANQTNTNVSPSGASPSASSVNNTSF
MEX-5 binding – C. elegans MEX-5 TCR-2 RNA binding activity; MEX-5/FITC-TCR2 RNA binding, fluorescence polarization; hits give low values; 0.38% of 300,000 active; Q9XUB2; AID 1832; activity score (negative = inhibition of binding), % at 10 µM;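 active means inhibition past about -25% in most replicates, and total fluorescence under double the plate's negative control median, limit read from the data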;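 further: 0% = DMSO and -100% = 5 µM competing unlabeled TCR2 RNA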
BCLXL inh – inhibitors of human Bcl-xL; 0.7% of 320,000 active; AID 2129; inhibition, % at 10.9 µM; GST-Bcl-xL / FITC-Bim BH3 peptide fluorescence polarization;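 active means inhibition above the mean of all tested compounds plus 3 SD, cutoff set per campaign, cut at about 30% in these data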;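 further: 0% = DMSO wells and 100% = unlabeled Bim-BH3 peptide competitor; inhibitors lower millipolarization by displacing the labeled peptide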
Target sequence (Q07817 whole entry, looked up): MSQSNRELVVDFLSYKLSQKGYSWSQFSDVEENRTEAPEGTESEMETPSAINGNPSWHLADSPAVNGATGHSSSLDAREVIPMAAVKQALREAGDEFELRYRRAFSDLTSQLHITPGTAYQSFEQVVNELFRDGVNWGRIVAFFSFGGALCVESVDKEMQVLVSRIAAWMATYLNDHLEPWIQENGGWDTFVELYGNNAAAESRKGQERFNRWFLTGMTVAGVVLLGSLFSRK
Efflux pump mplx – blocks antifungal efflux pumps in multiplex yeast assay; S. cerevisiae Candida pump triplex, Nile Red efflux; inhibition, % at 10 µM; 0.44% of 330,000 active; AID 485275;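 active means plate passing quality check with inhibition over a set limit, or well fluorescence over plate mean plus 4 SD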;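 further: Nile Red retained in pooled yeast measured as flow cytometry median fluorescence; 0% = buffer negative control and 100% = Enniatin B positive control; higher means more Nile Red kept so more efflux inhibition; some compounds called inactive have numbers as strong as hits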
EBNA-1 inhibitor – blocks EBNA-1 binding to DNA. EBNA-1 DNA binding, fluorescence polarization. inhibition, % at 14.8 µM. 0.34% of 300,000 active. AID 1950; in the data active means inhibition above about 28%
Yeast superoxide – lowers age-related superoxide in aged yeast cells | 0.18% of 330,000 active | AID 2690 | S. cerevisiae aged cells, superoxide DHE fluorescence; hits give low values | superoxide response (% of plate mean), % at 10 µM;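 active means superoxide response under a set limit, about three screen SD below normal, cut at about 65% in these data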;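 further: yeast aged for seven days with compound at 30 °C before DHE staining; 100% = average MFI of all compound-treated wells on the plate with controls excluded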
ZTA counter – ZTA (EBV) inhibition in EBNA-1 counter-screen; P03206; ZTA-DNA binding, fluorescence polarization; inhibition, % at 11 µM; 0.15% of 320,000 active; AID 2234; in the data active means inhibition above about 33%
MCL1 BIM primary – inhibitors of human MCL1 binding to BIM-BH3 peptide | inhibition, % at 10.9 µM | 0.68% of 320,000 active | GST-MCL1 / FITC-Bim-BH3 fluorescence polarization;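 active means inhibition above the mean inhibition of all tested compounds plus 3 SD, set per campaign, cut at about 40% in these data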;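 further: 0% = DMSO wells and 100% = unlabeled Bim-BH3 peptide control; higher means more loss of mP so more displacement of Bim peptide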
Target sequence (Q07820 whole entry, looked up): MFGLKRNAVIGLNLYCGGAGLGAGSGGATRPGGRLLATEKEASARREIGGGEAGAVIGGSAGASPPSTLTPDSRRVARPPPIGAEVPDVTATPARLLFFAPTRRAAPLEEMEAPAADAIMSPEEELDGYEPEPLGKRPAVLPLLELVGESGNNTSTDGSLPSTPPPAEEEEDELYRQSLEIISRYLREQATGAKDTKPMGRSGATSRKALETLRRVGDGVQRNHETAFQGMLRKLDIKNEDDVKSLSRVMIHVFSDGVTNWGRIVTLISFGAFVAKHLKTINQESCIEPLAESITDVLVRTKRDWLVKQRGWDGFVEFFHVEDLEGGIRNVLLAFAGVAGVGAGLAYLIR
Fam108B counter – blocks mouse Fam108B hydrolase in RBBP9 counter-screen; recombinant Fam108B, FP-Rh probe fluorescence polarization; inhibition, % at 9.51 µM; 0.33% of 300,000 active; AID 1947;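 active means inhibition above the screen mean inhibition plus 3 SD, computed separately per campaign, cut at about 18% in these data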;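 further: inhibitors lower polarization as less probe binds the enzyme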
* marks the source's active call; other numbers are inactive results; · = not tested or not shown.

SMILES	GLD-1 RNA inh	MEX-5 binding	BCLXL inh	Efflux pump mplx	EBNA-1 inhibitor	Yeast superoxide	ZTA counter	MCL1 BIM primary	Fam108B counter
NS(=O)(=O)c1ccc(CCNCc2cccnc2)cc1	9	-0.1	3	0.1	11	75	5	-3	-1
O=C(CSC1=NCCS1)N1CCOCC1	1	4.7	4	0.0	-1	98	-18	5	2
COc1ccc(C2C(C(=O)c3cccs3)=C(O)C(=O)N2Cc2cccnc2)cc1OC (centres undefined)	-5	0.8	3	-0.2	1	81	-3	4	-1
Cc1ccccc1C(=O)NNC(=O)C1CC(=O)N(Cc2ccccc2)C1 (centres undefined)	1	1.8	0	-0.1	-5	99	-14	0	-2
O=C(Cc1csc(-c2cccc(Cl)c2)n1)Nc1cccc(S(=O)(=O)NC2=NCCC2)c1	0	-5.1	-12	0.0	6	107	4	-27	1
CCN(CC)CC(=O)c1c[nH]c2ccc(OC)cc12	-6	-0.5	-13	-0.2	-13	96	-7	-8	3
COCCCNC(=O)Cn1cc(/C=C(\C#N)C(=O)N2CCN(c3ccccc3)CC2)c2ccccc21	-3	0.4	4	-0.1	4	104	17	5	6
CCOc1ccc(-c2nnc(SCC(=O)N3CCNC3=O)o2)cc1	-1	·	-2	-0.1	·	99	3	-5	·
CCC(C(=O)NC1C(=O)N2C(C(=O)O)=C(CSc3nnc(C)s3)CSC12)c1ccccc1 (centres undefined)	3	·	15	-0.1	·	89	-4	20	·
COC(=O)c1ccc(C2=NOC(C)(c3nnc(-c4cccc(Cl)c4)o3)C2)cc1 (centres undefined)	5	1.2	0	-0.1	9	105	3	-4	-1
NC(=O)C1CNc2ccccc2O1 (centres undefined)	0	-3.5	0	0.2	-4	110	8	-1	-6
O=C(Cc1ccc([N+](=O)[O-])cc1)Nc1ccc(C(=O)N2CCOCC2)cc1	-8	-3.7	5	1.2	11	103	11	1	0
CSc1cccc(NS(=O)(=O)c2ccc3c(c2)CCN3C(C)=O)c1	7	0.0	-3	0.0	-5	107	-26	3	-1
COC(=O)c1ccc(CNC(=O)c2ccc(COc3ccccc3)cc2)cc1	2	1.3	3	0.1	7	97	12	2	-6
CC(C)(C=O)Cc1cc(C(C)(C)C)c(O)c(C(C)(C)C)c1	4	·	2	0.0	7	106	15	-5	-3
S=C(Nc1ccc(Br)cc1)N1CCCC1	10	1.5	1	0.2	12	94	4	6	2
Cc1cc(C(=O)Nc2cccc3cccnc23)ccc1[N+](=O)[O-]	4	-1.0	9	0.0	-5	101	-7	12	1
COc1ccc(OC)c(NC(=O)Cc2nn(C)c(=O)c3ccccc23)c1	2	-1.5	-1	0.0	3	107	-7	2	1
CCOC(=O)c1[nH]c(C)c(C(=O)NCc2ccc(C)cc2)c1C	7	-0.3	0	-0.1	10	110	7	3	-3
COc1cc(CN2CCC(C(=O)NCC(C)(C)CN(C)C)CC2)ccc1OCc1ccccc1	-7	-0.8	-3	-0.2	-10	107	-5	0	4

Entries above containing a halogen, in the order listed:
SMILES	GLD-1 RNA inh	MEX-5 binding	BCLXL inh	Efflux pump mplx	EBNA-1 inhibitor	Yeast superoxide	ZTA counter	MCL1 BIM primary	Fam108B counter
O=C(Cc1csc(-c2cccc(Cl)c2)n1)Nc1cccc(S(=O)(=O)NC2=NCCC2)c1	0	-5.1	-12	0.0	6	107	4	-27	1
COC(=O)c1ccc(C2=NOC(C)(c3nnc(-c4cccc(Cl)c4)o3)C2)cc1 (centres undefined)	5	1.2	0	-0.1	9	105	3	-4	-1
S=C(Nc1ccc(Br)cc1)N1CCCC1	10	1.5	1	0.2	12	94	4	6	2

The main list resumes with the 4 entries that preceded the break.
SMILES	GLD-1 RNA inh	MEX-5 binding	BCLXL inh	Efflux pump mplx	EBNA-1 inhibitor	Yeast superoxide	ZTA counter	MCL1 BIM primary	Fam108B counter
Cc1cc(C(=O)Nc2cccc3cccnc23)ccc1[N+](=O)[O-]	4	-1.0	9	0.0	-5	101	-7	12	1
COc1ccc(OC)c(NC(=O)Cc2nn(C)c(=O)c3ccccc23)c1	2	-1.5	-1	0.0	3	107	-7	2	1
CCOC(=O)c1[nH]c(C)c(C(=O)NCc2ccc(C)cc2)c1C	7	-0.3	0	-0.1	10	110	7	3	-3
COc1cc(CN2CCC(C(=O)NCC(C)(C)CN(C)C)CC2)ccc1OCc1ccccc1	-7	-0.8	-3	-0.2	-10	107	-5	0	4
Cc1ccc2ncnc(Oc3ncccc3NC(=O)C(C)(C)C)c2c1	0	-0.3	2	-0.1	3	120	12	0	-2
CCC1(c2ccccc2)NC(=O)N(CC(=O)N(C)CC(=O)Nc2ccc(F)c(F)c2F)C1=O (centres undefined)	-2	-0.2	-10	0.2	-15	116	-9	-16	-1
NS(=O)(=O)c1ccc(NC2=CC(c3ccc([N+](=O)[O-])cc3)N(c3ccc(S(N)(=O)=O)cc3)C2=O)cc1 (centres undefined)	1	2.4	8	0.2	-8	104	16	4	-54
COc1ccc(N2CCN(c3ccnc4cc(Cl)ccc34)CC2)cc1	-4	-1.4	3	0.7	-3	119	-13	9	2
CCCCn1c(N)c(N(CCC(C)C)C(=O)CSc2nncn2-c2ccccc2)c(=O)[nH]c1=O	-2	·	-17	0.0	·	98	1	-15	·
O=C(CSc1nnc2scc(-c3ccc(F)cc3)n12)NCc1ccco1	-1	-1.5	1	0.2	-8	106	-5	9	-5
Cc1cc(NC(=S)N(Cc2ccc(Br)cc2)Cc2ccc(C(=O)O)cc2)ccc1Cl	-2	-1.9	5	0.0	15	113	13	11	-3
CC(=O)Nc1cccc(-c2nc3ccccc3c(=O)o2)c1	5	2.1	3	0.3	-2	110	-14	1	1
CN(CC#CC1(O)c2ccccc2-c2ccccc21)Cc1ccccc1	1	-1.3	5	0.1	-5	112	-6	-2	-2
O=c1[nH]cc([N+](=O)[O-])cc1Br	-4	1.6	-4	0.0	4	89	5	-7	-4
COc1ccc(CNC(=O)c2c(C)cc(=O)oc2C)cc1OC	1	-0.6	7	0.4	-6	97	-7	9	-2
CC1(C)CC(=O)C(C(=O)/C=C/NCCc2ccccc2)C(=O)C1	6	-10	0	-0.2	-1	90	5	4	1
Cc1ccc(N=Nc2c(C)[nH][nH]c2=O)c(C)c1	1	-3.4	5	0.4	-13	102	-9	3	2
CCO[C@H]1OC(C(N)=O)=C[C@@H](c2csc3ccccc23)[C@@H]1CCCO	-8	-1.8	3	·	-2	·	13	14	1
COc1ccc(-c2nc(CS(=O)CC(=O)NCCN3CCCCC3C)c(C)o2)cc1OC (centres undefined)	-6	-1.1	7	-0.3	-5	80	6	12	-4
COCC(=O)Nc1nnc(C2CCCCC2)s1	3	0.5	1	-0.2	-3	102	-12	1	-4
O=c1cc(C(F)(F)F)[nH]c2ccccc12	-1	-5.6	-2	0.0	3	93	4	8	2
N/C(=N\NS(=O)(=O)c1cc(C(F)(F)F)cc(C(F)(F)F)c1)c1ccccn1	-4	0.5	6	0.1	-3	102	6	12	-3
COc1ccc(N(C(=O)CNC(=O)c2cccs2)C(C(=O)NCC2CCCO2)c2ccccc2)c(OC)c1 (centres undefined)	-1	0.3	7	0.1	-11	105	-12	8	3
Cc1c(NC(=O)CCCOc2ccccc2)cccc1[N+](=O)[O-]	4	-1.9	-3	0.1	2	111	4	-4	0

5 of the entries above in order of their number in EBNA-1 inhibitor, rising:
Molecule	GLD-1 RNA inh	MEX-5 binding	BCLXL inh	Efflux pump mplx	EBNA-1 inhibitor	MCL1 BIM primary
Cc1ccc(N=Nc2c(C)[nH][nH]c2=O)c(C)c1	1	-3.4	5	0.4	-13	3
O=C(CSc1nnc2scc(-c3ccc(F)cc3)n12)NCc1ccco1	-1	-1.5	1	0.2	-8	9
CC(C)(C=O)Cc1cc(C(C)(C)C)c(O)c(C(C)(C)C)c1	4	·	2	0.0	7	-5
NS(=O)(=O)c1ccc(CCNCc2cccnc2)cc1	9	-0.1	3	0.1	11	-3
S=C(Nc1ccc(Br)cc1)N1CCCC1	10	1.5	1	0.2	12	6

Following part.
SMILES	GLD-1 RNA inh	MEX-5 binding	BCLXL inh	Efflux pump mplx	EBNA-1 inhibitor	Yeast superoxide	ZTA counter	MCL1 BIM primary	Fam108B counter
CC(=O)Nc1sc2c(c1C(N)=O)CCN(Cc1ccccc1)C2	-2	-6.5	11	-0.2	-8	126	-9	5	5
CCOC(=O)c1c(-c2ccc(-c3ccccc3)cc2)csc1NC(=O)CCC(=O)O	7	-13	9	-0.4	12	84	-3	6	-2
COc1ccc(NS(=O)(=O)c2ccc(NC(=S)NC(=O)/C=C/c3ccc(C)cc3)cc2)nn1	4	1.4	6	2.5	-4	90	10	14	-14
CC(C)(C)c1ccc(C(=O)NC(=S)Nc2sc3c(c2C#N)CCC3)cc1	1	1.6	5	0.0	7	91	-10	10	12
Cc1ccc(C(=O)OCC(=O)Nc2cccc(Cl)c2C)c(O)c1	0	-0.7	-2	-0.2	0	87	-1	23	0
CN(C)S(=O)(=O)c1cc([N+](=O)[O-])ccc1N1CCCCCC1	6	0.4	1	0.2	-16	112	-5	0	0
CNc1nc(Cl)c(SC)c(NC2CCCCC2)n1	3	1.6	4	-0.1	9	85	9	5	1
Cc1ccc(NC(=O)c2ccc(Cl)cc2[N+](=O)[O-])nc1	0	2.2	1	0.2	-6	99	15	-4	4
Cc1nc(N2CCOCC2)c2oc3ccccc3c2n1	1	-1.3	3	-0.1	12	96	2	5	-1
O=C(NCCCc1nc2ccccc2[nH]1)c1cccs1	1	0.0	2	-0.1	6	101	-8	1	1
O=C1/C(=N\S(=O)(=O)c2cccs2)C([n+]2ccccc2)=C([O-])c2ccccc21	7	-11	11	-0.1	4	156	-18	4	9
O=c1cc(CSc2nnnn2-c2ccccc2)nc(Nc2ccc(F)cc2)[nH]1	1	-0.1	1	0.2	6	102	-5	6	-11
CN1CCN(C(=O)C2C3C=CC(C3)C2C(=O)O)CC1 (centres undefined)	4	-0.7	4	0.1	-3	101	9	7	3
CSc1ccccc1OCc1cc(C(=O)N2CCN3CCCC3C2)no1 (centres undefined)	6	0.5	7	0.0	0	79	-13	6	-6
Cc1cccc(N(C2C=CS(=O)(=O)C2)S(=O)(=O)c2ccccc2)c1 (centres undefined)	-1	0.3	7	0.0	-4	86	3	13	-1
CN(Cc1ccccc1F)C(=O)CN1c2cccc3cccc(c23)S1(=O)=O	-3	-4.3	-1	0.0	3	119	-10	-6	0
COCCN(Cc1ccccc1)P(=O)(O)c1ccccc1OCC(=O)O	4	3.5	2	0.1	7	102	2	-1	3
CCc1ccc(O)c(N=Cc2ccccc2O)c1	6	0.6	6	0.0	8	103	8	2	3
O=C(c1ccccc1)c1nn(-c2cccc(Cl)c2)c2nc(-c3ccccc3)cc(=O)n12	4	2.1	7	0.0	5	102	-11	2	-1
Fc1ccccc1C1CCN(Cc2nc(CC3CC3)no2)C1 (centres undefined)	2	-0.9	13	-0.2	-3	84	-13	0	-1
Cc1ccc(-n2nc3c(=O)n(CC(=O)NCc4ccccc4)nc(C)c3c2C)cc1	-6	-1.4	-2	-0.1	8	84	-2	-1	2
Cc1[nH]c2ccccc2c1/C=N/Nc1ccc(F)cc1F	0	·	3	-0.3	-2	82	-6	-9	9
O=c1[nH]c2ccc(N/C(=N/S(=O)(=O)c3ccccc3)c3ccccc3)cc2[nH]1	3	0.1	4	0.2	-1	99	9	1	-1

Source: PubChem (several laboratories)

The order is random; overall some 2.3% were active at least once.
